# Screening results (PubChem BioAssay)
# CCHFV vOTU inh – CCHFV vOTU protease inhibition; Pep-AMC fluorescence; inhibition, % at 11.5 µM; hit rate 0.55% among 370,000; AID 651958; in the data active means inhibition above about 30%; further: 0% = vehicle wells with enzyme and 100% = no enzyme wells
# PrPC TRFRET – reduces human prion protein on the cell surface | inhibition, % at 13.8 µM | cell surface PrPC, TR-FRET read-out | hit rate 0.43% among 370,000 | P04156; in the data active means inhibition above about 24%; further: 0% = median of the test wells and 100% = reference compound wells
# Active calls of the source: *. The list is partial. The share of hits here may be higher or lower than overall.
No.	SMILES	CCHFV vOTU inh	PrPC TRFRET
1	Cc1csc(-c2nc3ccccc3n2C(C)c2nc3ccccc3[nH]2)c1 (configuration not stated)	-12	-2
2	COc1ccccc1CCn1cnc(-c2ccc(Cl)cc2)c1CC(C)C	17	4
3	CC1COCC(C)N1S(=O)(=O)c1ccc2c(c1)CCN2C(=O)C1CCC1 (configuration not stated)	-7	-2
4	CN1C(=O)c2cc(NS(C)(=O)=O)ccc2OC[C@H]2O[C@@H](CC(=O)NCc3ccc(-c4ccccc4)cc3)CC[C@@H]21	-9	-10
5	O=C(NC1CCCCC1)C(c1ccccc1F)n1c(=O)c(-c2ccco2)nc2ccccc21 (configuration not stated)	12	4
6	Cc1cc(N2CCN(C(C(=O)NC3CCCC3)c3ccc(-c4ccccc4)cc3)CC2)c2ccccc2n1 (configuration not stated)	0	2
7	COC(=O)[C@@]12C[C@@H](CC(=O)NCc3cccc(C(F)(F)F)c3)C(=O)N(Cc3ccco3)C1=CCC(C)(C)C2	35*	9
8	C[C@H](O)[C@@H]1CN2CCc3c([nH]c4c(-c5ccccc5)cccc34)[C@@H]2C[C@@H]1N(C)C(=O)c1ccco1	-5	-14
9	Cc1ccc(NC(=O)N2CCC(N(C)CCC(C)C)CC2)cc1F	-6	-4
10	CC(C)C[C@@H]1COc2cc(Br)ccc2S(=O)(=O)N1Cc1cn(CC2CCCCC2)nn1	-2	-3
11	Cc1ccc(NC(=O)OC2CC3CC2[C@H]2CCCCN2[C@H]3C)cc1 (some centres not stated)	-5	-2
12	CCCCOCC1CN(CCCC)S(=O)(=O)c2c(Oc3ccc(F)cc3)cccc2O1 (configuration not stated)	8	3
13	CCN(CC)C(=O)CC[C@@H]1CC[C@]2(CCCN(Cc3cccc4ccccc34)C2)O1	1	7
14	COC1CC=C2CCN3CCC4=C(CC(=O)OC4)C23C1 (configuration not stated)	9	4
15	O=C(NCCc1ccccc1)OCc1cn(-c2cccc(C(F)(F)F)c2)nn1	11	4
16	O=C(COc1ccccc1C(=O)NCc1ccccc1)Nc1ccc(I)cc1	4	2
17	C=CCN1C(=O)[C@@H](CC(=O)NCCc2ccccc2OC)[C@]2(C(=O)OC)CCCCC=C12	-1	1
18	CCCC#Cc1ccc(CC[C@H]2O[C@H]3CC[C@@H](CO)O[C@H]3C[C@H]2NC(=O)CN2CCOCC2)cc1	12	5
19	COC(=O)[C@]12C[C@H](CC(=O)N3CCCCC3)C(=O)N(Cc3cccc4ccccc34)C1=C[C@H](COCc1ccccc1)O[C@@H]2C	9	1
20	O=C(Nc1ccc(Oc2ccccc2)cc1)C1CCN(c2nnc(-n3cccc3)s2)CC1	3	-10
21	CN1OC[C@@H]2CN3C(=NCCc4ccccc4)Sc4ccccc4[C@@H]3C[C@@H]21	-6	-8
22	CCOC(=O)/C=C/c1cccc(C)c1O	3	-1
23	COC(=O)[C@@]12CCCCC=C1N(CCc1ccc(Cl)cc1)C(=O)[C@H]2CC(=O)NCCC(C)C	18	-3
24	Cn1cccc1C(=O)N1CCN(S(=O)(=O)c2ccc([N+](=O)[O-])cc2)CC1	5	-45
25	OC(c1ccccc1)C1(c2ccccc2)CCN(Cc2ccccc2)CC1 (configuration not stated)	-11	-6
26	COC(=O)C1CN(CC(C)C)CCS(=O)(=O)N1Cc1ccc(Cl)cc1 (configuration not stated)	11	11
27	COC(=O)[C@]12C[C@H](CC(=O)NCc3ccc(C)o3)C(=O)N(Cc3ccco3)C1=C[C@H](COCc1ccccc1)O[C@@H]2C	18	4
28	COC(=O)C[C@H]1CC[C@H]2[C@H](COc3ccc(NC(=O)c4ccccc4F)cc3C(=O)N2C)O1	2	-6
29	CC1(c2nnnn2-c2ccc3c(c2)OCCO3)CSCC(=O)N1CCc1c[nH]c2ccccc12 (configuration not stated)	-5	9
30	C[C@@H]1C=CCCO[C@]12C(=O)N(Cc1ccc(F)cc1)c1cccc(Br)c12	-1	5

# Single records, from the list above.
# `Cc1csc(-c2nc3ccccc3n2C(C)c2nc3ccccc3[nH]2)c1` (configuration not stated) is entered as CCHFV vOTU inh: -12; PrPC TRFRET: -2
# `Cc1cc(N2CCN(C(C(=O)NC3CCCC3)c3ccc(-c4ccccc4)cc3)CC2)c2ccccc2n1` (configuration not stated) is entered as CCHFV vOTU inh: 0; PrPC TRFRET: 2
# `CC1COCC(C)N1S(=O)(=O)c1ccc2c(c1)CCN2C(=O)C1CCC1` (configuration not stated) is entered as CCHFV vOTU inh: -7; PrPC TRFRET: -2

# Continuation:
No.	SMILES	CCHFV vOTU inh	PrPC TRFRET
31	CCN(C(=O)Cn1nnc(-c2ccncc2)n1)c1ccccc1	5	-4
32	COC(=O)c1cc(S(=O)(=O)N2CCCN(C(C)=O)CC2)cn1C	-6	9
33	COC(=O)C[C@@H]1OC[C@H](C)N1S(=O)(=O)c1ccc(C)cc1	9	-7
34	N=c1c2c(-c3ccccc3)c(-c3ccccc3)n(CCc3ccccc3)c2ncn1CCO	7	-14
35	N#Cc1ccc(Cn2ccc3ccc(-c4ccc5ccn(Cc6ccccc6)c5c4)cc32)cc1	2	8
36	CN(C)CCCCCCN(C)C	-2	-6
37	C#CCNC(=O)C[C@@H]1C[C@@]2(C(=O)OC)CC(C)(C)CC=C2N(CCCCCCCC)C1=O	31*	6
38	Cc1ccc(CN2CCCCC(NC(=O)c3ccccc3)C2=O)cc1 (configuration not stated)	-6	-1
39	COC(=O)[C@]12C[C@H](CC(=O)NCc3ccc(C)o3)C(=O)N(CCC3=CCCCC3)C1=C[C@H](COCc1ccccc1)O[C@@H]2C	1	2
40	Cc1ccc(-c2cc(C(=O)N=Nc3c(O)[nH]c4ccccc34)[nH]n2)cc1C	6	4
41	CNC[C@@H]1OCc2ccccc2-c2c(n(C)c3ccccc23)C(=O)N([C@@H](C)CO)C[C@@H]1C	1	-9
42	Cc1cc2c(cc1C)-n1nnnc1C(N1CCCNCC1)C(=O)N2 (configuration not stated)	-5	-4
43	COC(=O)[C@]12C[C@H](CC(=O)N3CCOCC3)C(=O)N(Cc3cccc4ccccc34)C1=C[C@H](C1CCCC1)O[C@@H]2C	2	3
44	COC(=O)C1CN(Cc2ccc(F)cc2)CCS(=O)(=O)N1Cc1ccccc1 (configuration not stated)	7	6
45	CCOC(=O)C1=CCN(S(=O)(=O)c2cccc(Cl)c2)C1c1ccc(Cl)c(Cl)c1 (configuration not stated)	12	2
46	COC(=O)[C@]12C[C@H](CC(=O)N3CCC(c4ccccc4)CC3)C(=O)N(Cc3ccco3)C1=C[C@H](C1CCCC1)O[C@@H]2C	10	5
47	Cc1ccc(S(=O)(=O)n2ccc(-c3c(-c4ccccc4)noc3C)n2)cc1	7	12
48	COC(=O)[C@]12CCCCC=C1N(Cc1ccc3c(c1)OCO3)C(=O)[C@H](CC(=O)NCCCCc1ccccc1)C2	20	-2
49	CC(=O)c1cc(-c2ccc3nonc3c2)c(=O)n2c1CCC2	4	-15
50	O=C(N[C@H]1C=C[C@H](CC(=O)N2CCCCC2)O[C@@H]1CO)c1cccc(F)c1	-12	1
51	CC(C)N1Cc2nnn(Cc3ccccc3)c2-c2cc(F)ccc2S1(=O)=O	3	10
52	O=S1(=O)C=CCN1Cc1cn(Cc2ccc(C(F)(F)F)cc2)nn1	1	6
53	Cc1ccc(C(O)(C(=O)OC(C)C)C(O)c2ccccc2)cc1 (configuration not stated)	28	-1
54	O=C1NC(=O)C2C3C=CC(C12)C1C(=O)NC(=O)C31 (configuration not stated)	2	-4
55	COC(=O)C[C@H]1C=C[C@@H](NC(=O)NC2CCCCC2)[C@@H](CO)O1	-10	1
56	COc1ccc2c(c1)CN1CN(C3CCCC3)S(=O)(=O)CC21 (configuration not stated)	-5	-11
57	CC(=NN1CCN(c2ccccn2)CC1)c1ccccc1O	-3	4
58	COc1cc2c(c(OC)c1OC)C1(CCCCC1)CC2NCC=C(C)C (configuration not stated)	1	-1
59	CCCCS(=O)(=O)N1CCCc2nc(C)c(C)cc21	7	0
60	Nn1c(SCC(=O)N2c3ccccc3Sc3ccc(Cl)cc32)nnc1-c1cc(-c2ccc(F)cc2)n[nH]1	16	4

# Remaining list, next part.
No.	SMILES	CCHFV vOTU inh	PrPC TRFRET
61	COC(=O)[C@]12C[C@H](CC(=O)NCc3cccc4ccccc34)C(=O)N(Cc3ccc4c(c3)OCO4)C1=C[C@H](C(C)(C)C)O[C@@H]2C	17	-2
62	CC(C)CN(CC(C)C)C(=O)c1ccc2c(c1)NC(=O)C(C)(C)O2	4	-3
63	CCOC(=O)[C@@]12CN(C(=O)OC(C)(C)C)CC=C1N(Cc1ccc(OC)cc1)C(=O)[C@H]2CC(=O)NCCCOC	8	-4
64	O=S(=O)(c1ccc(C(F)(F)F)cc1)N1CCCc2nc(-c3ccccc3)ccc21	-1	5
65	CC(C)CCN1C(=O)CSCC1(C)C(=O)Nc1ccc2c(c1)OCCO2 (configuration not stated)	0	7
66	COc1ccccc1CCn1cnc(-c2cccc(Br)c2)c1CC(C)C	13	5
67	COc1ccc(NC(=O)C(c2ccc(C#N)cc2)n2c(=O)c(-c3cc4ccccc4[nH]3)nc3ccccc32)cc1 (configuration not stated)	1	0
68	O=S1(=O)c2ccc(N3CCC[C@@H]3CO)cc2OCCCN1C1CC1	3	9
69	CC(C)C(C(=O)NCc1ccccc1)N(C)Cc1ccc(Cl)c(Cl)c1 (configuration not stated)	12	2
70	Cc1nc2sc(C(=O)NCc3ccc4c(c3)OCO4)c(N)c2c(C)c1Cl	4	-1
71	Cc1ccc(NC(=O)CN2C(=O)CCSc3ccccc32)c(C)c1	1	-5
72	O=C(OC12CCCN(C1)/C(=C/c1cccc(Cl)c1)C2)c1ccco1 (configuration not stated)	10	-5
73	COC1=CC(=O)OC(c2ccc(C#N)cc2)C1 (configuration not stated)	-3	-12
74	CC(=O)Nc1ccc(OCC(C)CN2CCC(C(O)(c3ccccc3)c3ccccc3)CC2)cc1 (configuration not stated)	-9	-9
75	O=C(NCc1ccccc1)OCCN1C(=O)CCC12CCC(c1ccccc1)CC2 (configuration not stated)	3	-3
76	CC1C=CC=CCCC=CC=CC=CC=CC(OC2O[C@H](C)[C@@H](O)[C@H](N)[C@@H]2O)CC(O)C(C(=O)O)C(O)CC(=O)CC(O)C(O)CCC(O)CC(O)CC(O)CC(=O)OC(C)C(C)C1O (some centres not stated)	-6	2
77	CCCCN(C)C(=O)c1cn(C(C)c2ccccc2)nn1 (configuration not stated)	4	-1
78	O=C1N(Cc2ccccc2)c2ccc(Br)cc2[C@]12C[C@H](O)CO2	14	-4
79	COC(=O)C1=C(C)N(Cc2ccc(F)cc2)C(=S)NC1c1cccc(F)c1 (configuration not stated)	22	9
80	N#Cc1ccc(NC(=S)N2Cc3cc(Br)ccc3-n3nncc3C2)cc1	0	1
81	COC(=O)[C@@]12C[C@@H](CC(=O)NCc3ccc(C)o3)C(=O)N(CCc3ccc(OC)c(OC)c3)C1=CCC(C)(C)C2	36*	-2
82	O=C(Nc1nc2ncccn2c1-c1ccc(C(F)(F)F)cc1)C1CC1	-48	-3
83	CC(C)c1cc(C(=O)NCCc2cccs2)c(N)s1	-1	5
84	COC(=O)[C@]12C[C@H](CC(=O)N3CCOCC3)C(=O)N(CCc3ccc(OC)c(OC)c3)C1=C[C@H](C(C)(C)C)O[C@@H]2C	5	-1
85	Cn1cc(CC(=O)Nc2ccc(Oc3cccnc3)cc2)c2ccccc21	-5	-4
86	CN(C)Cc1c(C(C)(C)O)[nH]c2cc(C(F)(F)F)ccc12	0	-5
87	COc1ccc(C(C(=O)NC(C)(C)C)n2c(COc3ccc(C)cc3)nc3ccccc32)cc1 (configuration not stated)	14	10
88	CCCCOCCCNC(=O)C[C@H]1C[C@@]2(C(=O)OC)C(=C[C@H](C(C)(C)C)O[C@@H]2C)N(Cc2ccc3c(c2)OCO3)C1=O	37*	8
89	CCCCCCCCN1C(=O)[C@@H](CC(=O)N2CCN(C(=O)c3ccco3)CC2)C[C@@]2(C(=O)OC)C1=C[C@H](C(C)(C)C)O[C@@H]2C	24	1
90	Cc1ccccc1CN1CCCCC(NC(=O)C2CCCC2)C1=O (configuration not stated)	8	0

# An excerpt from above in order of molar mass, low to high.
No.	SMILES	CCHFV vOTU inh	PrPC TRFRET
90	Cc1ccccc1CN1CCCCC(NC(=O)C2CCCC2)C1=O (configuration not stated)	8	0
68	O=S1(=O)c2ccc(N3CCC[C@@H]3CO)cc2OCCCN1C1CC1	3	9
78	O=C1N(Cc2ccccc2)c2ccc(Br)cc2[C@]12C[C@H](O)CO2	14	-4

# The list continues.
No.	SMILES	CCHFV vOTU inh	PrPC TRFRET
91	CCCC(=O)N1CCC[C@]2(CC[C@@H](CCC(C)=O)O2)C1	-6	-4
92	Cc1ccc(C)c(NC(=O)Cn2nnc(-c3ccncc3)n2)c1	0	-5
93	COC(=O)c1cccc(N2C(=O)C[C@](Sc3ccc(OC)cc3)(C(=O)N3CCOCC3)[C@H]2c2ccc(OC)cc2)c1	20	-1
94	Cc1ccc(-n2c(SCC(=O)N/N=C/C=C\c3ccco3)nnc2-c2ccccc2)cc1	15	-1
95	COC(=O)[C@]12C[C@H](CC(=O)NCC3CCCCC3)C(=O)N(CCC3=CCCCC3)C1=C[C@H](C(C)C)O[C@@H]2C1CC1	5	-2
96	NC(=O)c1ncn([C@@H]2O[C@H](C(=O)N3CCCN(Cc4ccccc4F)CC3)[C@@H](O)[C@H]2O)n1	-3	4
97	COC1=C[C@H](C(=O)NC2CCN(Cc3ccccc3)CC2)C(C)C(c2ccccc2)CC1=O (some centres not stated)	3	-6
98	O=C(Nc1ccc(F)cc1)C(c1ccccc1OC(F)(F)F)N1CCN(c2cccc(C(F)(F)F)n2)CC1 (configuration not stated)	21	-2
99	CC(COc1cc(F)cc(F)c1)CN1CCC(C(O)(c2ccccc2)c2ccccc2)CC1 (configuration not stated)	-1	-2
100	CCCCNC(=O)C1(C(=O)C2CC2)CC(C(=O)OCC)=NO1 (configuration not stated)	0	-3

# Of the compounds above, 3 contain a thiophene ring, fused or not.
No.	SMILES	CCHFV vOTU inh	PrPC TRFRET
1	Cc1csc(-c2nc3ccccc3n2C(C)c2nc3ccccc3[nH]2)c1 (configuration not stated)	-12	-2
70	Cc1nc2sc(C(=O)NCc3ccc4c(c3)OCO4)c(N)c2c(C)c1Cl	4	-1
83	CC(C)c1cc(C(=O)NCCc2cccs2)c(N)s1	-1	5
